aGal spleen mod = alpha-galactosidase A (human) modulation | human spleen homogenate, 4MU-alpha-Gal fluorescence, 40 min | Potency, µM (highest dose often 80 µM), without a hit: top-dose activity change, negative = inhibition, most hits filed as inhibitors | hit rate 0.008% among 240,000 | AID 2107 | P06280;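 further: 0% = enzyme with vehicle and -100% = no enzyme basal signal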
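Human spleen homogenate (1 ug) was the enzyme source, with 4-methylumbelliferyl-alpha-D-galactopyranoside (1 mM final) in pH 5.0 citrate buffer with 0.01% Tween-20. Compounds were titrated; after 40 min at 37C, NaOH/glycine stop, 4-MU fluorescence read; AC50 from Hill fits.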
Tau fluor cs = counter-screen for tau fibril formation inhibitors; tau K18 P301L Alexa594 fluorescence, heparin fibrillization; Potency, µM (doses to about 57.7 µM), without a hit: at the top dose activity change, negative = decrease; hit rate 0.93% among 280,000; AID 1463; further: nearly all actives have a fitted effect of over 55% in size
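Human tau K18 P301L (15 uM unlabeled, 0.24 uM Alexa 594-labeled) in 100 mM sodium acetate pH 7 with 20 uM heparin, 6 hr at 37 C. ThT 30 uM added, 1 hr ambient; Alexa 594 FP and total fluorescence read at 555/632 nm.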
Tau fibril FP = tau fibrillization inhibition (FP); P10636; K18 P301L tau heparin fibrillization, Alexa594 FP, 6 h; Potency, µM (highest dose often 57.7 µM), inactives show at the highest dose activity, negative = inhibition, hits mostly inhibitors; hit rate 0.39% among 280,000; AID 1468; further: nearly all actives have a fitted effect of over 55% in size
Target sequence (P10636 561-689 P618L limits assumed): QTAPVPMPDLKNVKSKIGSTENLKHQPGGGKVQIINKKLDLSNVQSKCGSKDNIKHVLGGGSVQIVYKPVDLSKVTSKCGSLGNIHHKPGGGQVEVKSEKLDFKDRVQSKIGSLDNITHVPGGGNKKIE
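Recombinant K18 P301L […], labeled with Alexa 594 at 0.24 uM over 15 uM unlabeled; heparin inducer 20 uM final; 37 C, 6 hr; FP endpoint.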
ALDH1A1 block = inhibitors of human aldehyde dehydrogenase 1A1; P00352; hit rate 7.3% among 220,000; Purified ALDH1A1, NADH fluorescence, propionaldehyde substrate; Potency, µM (highest dose often 75.3 µM), without a hit: at the highest dose activity, negative = inhibition, usual class: inhibitors; active means well fitted inhibition curve with a large enough effect, not every such curve was filed as active; inconclusive means small, poorly fitted or top-dose-only effect, or another doubt; inactive means no such curve, though single readings can be large or run the other way;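 further: plate controls were no enzyme wells and a reference inhibitor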
TexasRed fluor = counter-screen for TRb-SRC2 inhibitors: fluorescence interference | Potency, µM (series often up to 106 µM), without a hit: at the top dose fluorescence change, negative = quenching | AID 1479 | TRb/SRC2 Texas Red total fluorescence interference | hit rate 0.29% among 280,000; active means well fitted curve in either direction with a large enough effect; inconclusive means small, poorly fitted or top-dose-only effect
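Human TRβ ligand-binding domain (0.6 uM) and Texas Red SRC2 peptide (20 nM) in Tris buffer with 1 uM T3 and 5% DMSO were incubated with pinned compound for 5 hr at ambient temperature. Total fluorescence was computed as S + 2P (555/632 nm).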
Tau ThT inhib = blocks human tau fibril formation measured by thioflavin T; P10636; recombinant tau K18 P301L (four-repeat tau fragment), heparin-induced fibrillization, ThT fluorescence; Potency, µM (top dose mostly 57.4 µM), inactives show at the highest dose activity, negative = inhibition, usual class: inhibitors; hit rate 2.1% among 270,000; AID 1460; further: nearly all actives have a fitted effect of over 55% in size
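K18 P301L tau (15 uM + 0.24 uM Alexa 594-tagged), heparin 20 uM, NaOAc pH 7, 6 h 37 C; ThT 30 uM, 1 h RT, ex 450/em 510 nm.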
TRb SRC2 PPI = inhibitors of human thyroid hormone receptor beta-SRC2 interaction. TRbeta-SRC2 peptide binding, fluorescence polarization; receptor liganded with 1 µM T3. Potency, µM (series often up to 106 µM), for the others: at the top dose activity change, negative = inhibition, hits mostly inhibitors. hit rate 0.065% among 280,000;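 further: plate controls were bound peptide for no effect and peptide without receptor for full effect; nearly all actives have a fitted effect of over 50% in size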
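A fluorescence polarization screen tested compounds at multiple concentrations against complex formation between 0.6 uM TRb ligand-binding domain and 20 nM Texas Red SRC2 peptide, with 1 uM T3 present; readout after 5 hr.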
L3MBTL1 block = inhibitors of human L3MBTL1; AlphaScreen L3MBTL1–H3K9me1 peptide binding; hit rate 0.66% among 230,000; Potency, µM (doses to about 57.1 µM), without a hit: at the highest dose activity, negative = inhibition, most hits filed as inhibitors; Q9Y468; further: nearly all actives have a fitted effect of over 60% in size
Target sequence (Q9Y468 whole entry, looked up): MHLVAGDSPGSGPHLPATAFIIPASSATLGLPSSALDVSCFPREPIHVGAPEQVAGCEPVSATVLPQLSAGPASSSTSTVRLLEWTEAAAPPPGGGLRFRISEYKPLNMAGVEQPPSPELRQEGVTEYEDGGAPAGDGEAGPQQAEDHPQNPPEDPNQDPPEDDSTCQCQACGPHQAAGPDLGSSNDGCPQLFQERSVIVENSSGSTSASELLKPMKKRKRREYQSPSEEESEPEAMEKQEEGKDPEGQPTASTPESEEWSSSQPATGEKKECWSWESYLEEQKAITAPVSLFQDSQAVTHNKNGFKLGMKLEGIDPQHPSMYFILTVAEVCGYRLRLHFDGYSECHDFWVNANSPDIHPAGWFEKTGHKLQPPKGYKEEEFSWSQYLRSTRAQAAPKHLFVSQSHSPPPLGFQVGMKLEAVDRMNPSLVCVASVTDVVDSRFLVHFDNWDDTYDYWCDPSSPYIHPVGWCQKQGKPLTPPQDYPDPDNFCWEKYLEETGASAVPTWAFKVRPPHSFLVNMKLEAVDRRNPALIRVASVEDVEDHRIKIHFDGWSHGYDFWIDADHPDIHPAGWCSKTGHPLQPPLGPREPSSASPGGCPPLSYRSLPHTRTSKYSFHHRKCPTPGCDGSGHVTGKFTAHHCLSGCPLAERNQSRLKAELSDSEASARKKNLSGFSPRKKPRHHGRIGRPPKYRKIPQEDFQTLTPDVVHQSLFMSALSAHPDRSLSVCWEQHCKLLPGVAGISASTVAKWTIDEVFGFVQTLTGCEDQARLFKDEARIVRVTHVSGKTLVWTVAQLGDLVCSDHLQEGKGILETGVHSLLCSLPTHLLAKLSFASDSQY
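First, the protein-peptide complex forms for 30 min at room temperature (L3MBTL1 50 nM, biotinylated H3K9me1 peptide 75 nM). Next, compounds are pin-transferred and incubated 30 min. Finally, AlphaScreen beads are added and read after 30 min.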
Active calls of the source: *; ? = inconclusive; . = not tested or not shown; [ ] = another dose, or the depositor's remark. Unless noted, the call rests on the fitted dose curve; in most records, active means well fitted curve in the direction sought with a large enough effect; inconclusive means small, poorly fitted or top-dose-only effect, or another doubt; inactive means no such curve, though single readings can be large; an effect the other way counts as inactive or inconclusive. Unless noted, on the % scale 0 is the no-effect control and ±100 the full control effect; potency means the concentration at half of the fitted maximal effect.

SMILES	aGal spleen mod	Tau fluor cs	Tau fibril FP	ALDH1A1 block	TexasRed fluor	Tau ThT inhib	TRb SRC2 PPI	L3MBTL1 block
COc1ccc(OC)c(CNC(=O)c2c(C)oc3ncn(CC(C)C)c(=O)c23)c1	.	-27%	-5%	.	-8%	-9%	1%	.
N#CCCN(C(=O)Nc1ccc(Cl)cc1)c1ccccc1	-3%	-2%	-2%	-14%	-7%	2%	-4%	.
O=C(Nc1ccc(-c2noc(-c3ccccc3F)n2)cc1)c1cccs1	20%	0%	?	?	1%	-3%	-16%	6%
CC1CCCC(C)N1S(=O)(=O)c1ccc(NC(=O)c2ccccc2C(=O)N2CCOCC2)cc1 (centres undefined)	-1%	0%	2%	3%	-2%	5%	-13%	15%[11.4 µM]
CCOc1cccc(N(C(=O)C2COc3ccccc3O2)C(C(=O)NC2CCCCC2)c2ccc(O)cc2)c1 (centres undefined)	?	0%	-4%	16%	-29%	2%	2%	4%
c1ccc2[nH]c(SCc3cscn3)nc2c1	2%	4%	3%	12%	-1%	-5%	-1%	10%[11.4 µM]
CCOC(=O)N1CCN(CC(=O)Nc2sc(CC)cc2C(=O)c2ccc(OC)cc2)CC1	-19%	5%	-3%	.	0%	1%	1%	?
N#CC1=C(N)Oc2n[nH]c(-c3cccs3)c2C1c1ccccc1C(=O)O (centres undefined)	4%	-8%	1%	1%	-2%	-17%	5%	.
COC(=O)Cc1csc(/N=C/c2c(O)n(-c3cccc(C(F)(F)F)c3)c(=O)c3ccccc23)n1	3%	-7%	5%	?	1%	-2%	-1%	4%
CC1(c2ccc(Cl)cc2)NC(=O)CS1 (centres undefined)	2%	-1%	1%	-10%	-2%	-1%	7%	-10%
Cc1cc(C)nc(NS(=O)(=O)c2ccc(NC(=O)c3ccc(N4C(=O)CCC4=O)cc3)cc2)n1	6%	8%	-4%	-2%	-1%	5%	-3%	6%
Cc1nn(C)c(C)c1CN(Cc1nc(-c2ccc(F)cc2F)oc1C)C1CC1	-11%	-9%	-2%	3%	-3%	-2%	3%	2%
Cc1cc(C)cc(NC(=O)C(NCC2CCCO2)c2ccccc2)c1 (centres undefined)	11%	-7%	1%	-5%	9%	2%	2%	-6%
CCOc1ccccc1CNC(=O)CCn1c(=O)c2cccn2c2ccc(F)cc21	.	-9%	-1%	.	7%	-14%	7%	.
CCCCN(Cc1ccccc1)S(=O)(=O)c1ccc2c(c1)n(C)c(=O)c(=O)n2C	15%	-10%	4%	.	3%	-4%	1%	-15%
CS(=O)(=O)N1CCN=C1SCc1ccc([N+](=O)[O-])cc1	0%	-1%	1%	?	-1%	-4%	-3%	.
CCOC(=O)N(CC)OC(=O)Nc1ccc(Cl)cc1	-3%	-10%	5%	4.5µM*	-3%	-18%	-1%	.
COC(=O)c1ccccc1Sc1ncnc2onc(C)c12	0%	-1%	-1%	4%	-1%	?	-9%	2%
O=C(Nc1ccc2c(c1)C(=O)N(c1ccccc1)C2=O)c1cccs1	-7%	-16%	?	?	-7%	-2%	-3%	-2%
O=C(c1ccc2c3c(cccc13)CC2)C1CCCN(C(=O)c2ccc[n+]([O-])c2)C1 (centres undefined)	11%	-16%	-4%	.	-2%	-10%	0%	-1%
CC1CCN(C(=O)Cn2cc(SCC(=O)NCc3ccccc3)c3ccccc32)CC1	.	-10%	6%	.	-1%	-5%	4%	.
O=C(O)C(Cc1ccccc1)N1Cc2ccccc2C1=O (centres undefined)	-1%	-3%	?	6%	-2%	-4%	-13%	.
CCCCCCCNS(=O)(=O)c1cccc2c(Cl)cccc12	-1%	-17%	-1%	-4%	0%	-9%	1%	.
CS(=O)(=O)N(CC(=O)NCCSCc1ccccc1)c1ccccc1	0%	-11%	-6%	28µM*	-1%[53 µM]	-4%	0%[53 µM]	9%

Some of the entries so far, with two lines to a compound:
Sequence of screens – aGal spleen mod	Tau fluor cs	Tau fibril FP	ALDH1A1 block	TexasRed fluor	Tau ThT inhib	TRb SRC2 PPI	L3MBTL1 block
CC1(c2ccc(Cl)cc2)NC(=O)CS1 (centres undefined)
 : 2%	-1%	1%	-10%	-2%	-1%	7%	-10%
Cc1cc(C)nc(NS(=O)(=O)c2ccc(NC(=O)c3ccc(N4C(=O)CCC4=O)cc3)cc2)n1
 : 6%	8%	-4%	-2%	-1%	5%	-3%	6%
Cc1nn(C)c(C)c1CN(Cc1nc(-c2ccc(F)cc2F)oc1C)C1CC1
 : -11%	-9%	-2%	3%	-3%	-2%	3%	2%
Cc1cc(C)cc(NC(=O)C(NCC2CCCO2)c2ccccc2)c1 (centres undefined)
 : 11%	-7%	1%	-5%	9%	2%	2%	-6%
CCOc1ccccc1CNC(=O)CCn1c(=O)c2cccn2c2ccc(F)cc21
 : .	-9%	-1%	.	7%	-14%	7%	.
CCCCN(Cc1ccccc1)S(=O)(=O)c1ccc2c(c1)n(C)c(=O)c(=O)n2C
 : 15%	-10%	4%	.	3%	-4%	1%	-15%
CS(=O)(=O)N1CCN=C1SCc1ccc([N+](=O)[O-])cc1
 : 0%	-1%	1%	?	-1%	-4%	-3%	.
CCOC(=O)N(CC)OC(=O)Nc1ccc(Cl)cc1
 : -3%	-10%	5%	4.5µM*	-3%	-18%	-1%	.
COC(=O)c1ccccc1Sc1ncnc2onc(C)c12
 : 0%	-1%	-1%	4%	-1%	?	-9%	2%
O=C(Nc1ccc2c(c1)C(=O)N(c1ccccc1)C2=O)c1cccs1
 : -7%	-16%	?	?	-7%	-2%	-3%	-2%
O=C(c1ccc2c3c(cccc13)CC2)C1CCCN(C(=O)c2ccc[n+]([O-])c2)C1 (centres undefined)
 : 11%	-16%	-4%	.	-2%	-10%	0%	-1%
CC1CCN(C(=O)Cn2cc(SCC(=O)NCc3ccccc3)c3ccccc32)CC1
 : .	-10%	6%	.	-1%	-5%	4%	.
O=C(O)C(Cc1ccccc1)N1Cc2ccccc2C1=O (centres undefined)
 : -1%	-3%	?	6%	-2%	-4%	-13%	.
CCCCCCCNS(=O)(=O)c1cccc2c(Cl)cccc12
 : -1%	-17%	-1%	-4%	0%	-9%	1%	.

Continuation:
SMILES	aGal spleen mod	Tau fluor cs	Tau fibril FP	ALDH1A1 block	TexasRed fluor	Tau ThT inhib	TRb SRC2 PPI	L3MBTL1 block
Cc1noc(C)c1COC(=O)c1ccccc1Oc1ccccc1	1%	-10%	11%	?	2%	-20%	-2%	24%
O=C(NCCCN1CCN(c2cccc(Cl)c2)CC1)c1ccc2nc(Cc3ccccc3)oc2c1	.	?	3%	.	1%	?	4%	.
COc1ccc(-c2cc(C(=O)N3CCN(C(c4ccccc4)c4ccccc4)CC3)no2)cc1	19%	-5%	-3%	-3%	-1%	-5%	-5%	3%
S=C(Nc1cccc(Br)c1)c1ccccc1	7%	5%	1%	3%	0%	3%	-2%	-16%
CC1CCCCN1CC(=O)Nc1ccc2c(c1)OC(F)(F)O2 (centres undefined)	-7%	4%	3%	6%	-3%	3%	-5%	12%
CC(C)CN1CN(Cc2ccccc2)CNC1=S	0%	2%	0%	-3%	-5%	1%	10%	5%
Cc1nc2sc(C)c(C)n2c(=O)c1S(=O)(=O)NCCc1ccc(Cl)cc1	.	-6%	-6%	.	-4%	5%	2%	.
O=C(c1ccc([N+](=O)[O-])cc1[N+](=O)[O-])n1cnc2ccccc21	-2%	-19%	-2%	?	0%	-11%	1%	4%
O=C(Nc1ccccc1)c1ccc(S(=O)(=O)N2CCOCC2)cc1	3%	-8%	-1%	-8%	-1%	-16%	-1%	.
O=C(CSc1ncc(S(=O)(=O)c2ccc(Cl)cc2)c(=O)[nH]1)Nc1ccc2c(c1)OCCO2	.	-9%	3%	.	?	?	-5%	.
CCOC(=O)CSc1nc2cc3c(cc2c(=O)n1Cc1ccc(C(=O)NCCc2ccc(OC)c(OC)c2)cc1)OCO3	.	-17%	1%	.	0%	-3%	1%	.
O=C1C(=O)c2ccccc2C(O)=C1CCCCl	6%	-15%	-9%	?	-1%	?	-4%	-20%
Cc1cc(C)cc(NC(=S)NCc2ccncc2)c1	-1%	2%	-7%	-5%	-8%	4%	0%	-1%[11.4 µM]
O=C(O)CCN(CCC(=O)O)c1nnc(SCc2ccccc2)s1	9%	-9%	-4%	2%	-2%	-8%	-23%	.
CCOC(=O)c1ccc2ncc(-c3ccccc3)nc2c1	-2%	-13%	3%	3%	-3%	-10%	1%	.
Cc1cc(C)nc(Nc2n[nH]c(COc3cccc4ccccc34)n2)n1	5%	-4%	-11%	3%	0%	?	-7%	4%
O=C(/C=C/c1cccc([N+](=O)[O-])c1)NCCSCc1cccc(Cl)c1	7%	?	?	?	-2%	?	-1%	-6%
C#CCN1C(=O)S/C(=C/C=C/c2ccc(N(C)C)cc2)C1=O	-2%	20%	?	?	?	1.6µM*	?	?
CCCC(=O)N(CCc1ccc(OC)cc1)Cc1nc2ccccc2c(=O)[nH]1	-2%	-6%	3%	-8%	-1%	-8%	0%	.
Cc1cccc(OCCCn2c(CCNC(=O)C(C)C)nc3ccccc32)c1	-6%	-3%	8%	3%	-3%	-10%	-6%	14%
CCOc1ccccc1N(C)C(=O)Cn1nc(Cc2cccnc2)c2ccccc2c1=O	.	-1%	6%	.	-1%	-7%	0%	.
O=C(CSCCNS(=O)(=O)c1ccccc1)Nc1ccccc1	4%	-8%	-10%	-9%	0%	1%	-1%	7%
OC(CNCc1ccc(F)cc1)(c1ccc(F)cc1)c1ccc(F)cc1	4%	-15%	-12%	2%	2%	0%	9%	8%
Cc1cc(=O)oc(C)c1C(=O)O	3%	9%	-3%	2%	0%	6%	11%	4%
COc1ccc(-n2c(C)nc3cc(C(=O)NC4CCCCCC4)ccc32)cc1	.	-5%	-4%	.	?	-14%	-17%	.
COc1cccc(-c2nc3n(n2)C(c2ccccc2Cl)C(C(N)=O)=C(C)N3)c1 (centres undefined)	0%	5%	7%	-2%	-4%	-3%	2%	-2%
CC(C)c1ccc(-c2nc(C(N)=O)c3c(n2)n(-c2ccc4c(c2)OCO4)c(=O)n3C)cc1	.	-5%	-4%	.	-1%	-2%	1%	.
COc1ccc(NC(=S)N2CCC(c3nc4ccc(Cl)cc4[nH]3)CC2)c(OC)c1	5%	-15%	4%	-2%	.	?	.	-8%
